Shiga inhibitor – Shiga toxin inhibition. Vero cells, Shiga toxin protein synthesis inhibition reporter. inhibition, % at 38.7 µM. hit rate 9.2% among 290,000. AID 2315; in the data active = inhibition mostly above about 28%, no sharp cut-off; inactive = mostly below about 43%; also: 0% is about no effect
CHX counter – affects cycloheximide protein synthesis inhibition readout, counter-screen; cell reporter, cycloheximide protein synthesis inhibition counterscreen; max response, %; hit rate 12% among 300,000; AID 2314; in the data active = max response mostly above about 13%, no sharp cut-off; inactive = mostly below about 14%; also: read at 38.3 µM for the half of the compounds with a filed dose; 0% is about no effect
Pf growth 96h – P. falciparum growth inhibition at 96 hours | P. falciparum luciferase reporter growth, 96 h | Potency, µM (titrated, usually from 28.7 µM), inactives show top-dose activity change, negative = inhibition, hits mostly inhibitors | hit rate 6.9% among 320,000 | AID 504834; also: potency is read from the fitted curve at half-maximal effect; % is scaled to controls: 0 for no effect and ±100 for the full control effect
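Parasite growth measured via integrated firefly luciferase reporter in P. falciparum. Infected erythrocytes at 2% hematocrit, 0.05% parasitemia final were treated 96 hours at 37 C under 5% CO2, and luminescence was read.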
Sm TGR inh – S. mansoni TGR enzyme inhibition. purified TGR, DTNB reduction, TNB absorbance 405 nm. Potency, µM (highest dose often 114 µM), without a hit: at the top dose activity change, negative = inhibition, most hits filed as inhibitors. hit rate 3% among 360,000; also: potency is read from the fitted curve at half-maximal effect; % is scaled to controls: 0 for no effect and ±100 for the full control effect; nearly all actives have a fitted effect of over 60% in size
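First, TGR (20 nM dispensed) and NADPH were mixed with compound. Second, a 15 min room-temperature incubation followed. Third, further NADPH and then DTNB were added to start the reaction. Finally, TNB absorbance was monitored kinetically.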
FBPA Giardia inh – inhibitors of Giardia lamblia fructose-1,6-bisphosphate aldolase. purified Giardia FBPA. Potency, µM (highest dose often 59.6 µM), without a hit: at the highest dose activity, negative = inhibition, hits mostly inhibitors. hit rate 0.71% among 290,000. AID 2451; also: potency is read from the fitted curve at half-maximal effect; % is scaled to controls: 0 for no effect and ±100 for the full control effect; nearly all actives have a fitted effect of over 55% in size
Target sequence (A8B2U2 whole entry, looked up): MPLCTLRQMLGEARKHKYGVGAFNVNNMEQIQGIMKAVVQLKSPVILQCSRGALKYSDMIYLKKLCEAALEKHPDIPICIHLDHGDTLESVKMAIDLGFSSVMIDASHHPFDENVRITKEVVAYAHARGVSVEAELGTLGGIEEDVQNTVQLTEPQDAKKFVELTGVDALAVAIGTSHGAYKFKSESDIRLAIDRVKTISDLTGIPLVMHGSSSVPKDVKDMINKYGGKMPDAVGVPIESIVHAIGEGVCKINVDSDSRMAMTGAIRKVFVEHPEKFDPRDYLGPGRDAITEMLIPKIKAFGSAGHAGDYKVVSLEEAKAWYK
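Giardia FBPA (40 nM reagent) was preincubated 10 min at RT with compound (up to 57.5 uM final), then substrate plus GAPDH/TPI/NAD/arsenate coupling system with diaphorase/resazurin was added; resorufin fluorescence (525/598 nm) was read after 20 min.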
Pf growth 48h – inhibits P. falciparum growth in the first generation, 48 h. hit rate 5.9% among 310,000. P. falciparum luciferase growth in erythrocytes, 48 h. Potency, µM (doses to about 28.7 µM), inactives show at the highest dose activity change, negative = inhibition, most hits filed as inhibitors; also: potency is read from the fitted curve at half-maximal effect; % is scaled to controls: 0 for no effect and ±100 for the full control effect
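A one-generation exposure of luciferase-tagged malaria parasites in RPMI 1640/Albumax erythrocyte culture, 37 C and 5% CO2. Inhibition is inferred from decreased luminescence after adding detection reagent.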
* hit, by the source's call; ? = inconclusive; · = not tested or not shown; & = joins results of further samples; [ ] = dose if it differs, or a comment. Unless noted, calls follow the shape of the dose curve; as a rule, active = well fitted curve in the direction sought with a large enough effect; inconclusive = small, poorly fitted or top-dose-only effect, or another doubt; inactive = no such curve, though single readings can be large; an effect the other way counts as inactive or inconclusive.

Labels used below – A = Shiga inhibitor; B = CHX counter; C = Pf growth 96h; D = Sm TGR inh; E = FBPA Giardia inh; F = Pf growth 48h
Molecule: Cc1ccnc(NC(=O)c2ccc(COc3c(F)c(F)cc(F)c3F)o2)c1
  A: 21; B: 2; C: -16%; D: 4%; E: 5%; F: 13%
Molecule: COc1cc(NC(=O)c2cc([N+](=O)[O-])ccc2NC(=O)CNCc2ccccn2)cc(OC)c1
  A: -7; B: -7; C: -25%; D: -2%; E: ?; F: ?
Molecule: O=C1c2ccccc2C(=O)N1CCSc1nncs1
  A: 7; B: -2; C: 0%; D: 12%; E: 7%; F: 5%
Molecule: CC(C)(C)OC(=O)NC1CC2CCCC(C1)N2Cc1ccccc1 (stereo not drawn)
  A: 5; B: 1; C: ?; D: -2%; E: -7%; F: ?
Molecule: CCN1C(=O)C(CC(=O)Nc2ccc(C)cc2C)Nc2cc(S(=O)(=O)N(C)C)ccc21 (stereo not drawn)
  A: -7; B: 4; C: ?; D: 1%; E: 3%; F: ?
Molecule: O=C(c1ccco1)N1CCc2[nH]nc(-c3ccccc3)c2C1
  A: -5; B: -2; C: ?; D: -31%; E: ·; F: 2%
Molecule: c1ccc(C(OCCN2CCNCC2)c2ccccc2)cc1
  A: -12; B: 0; C: 49%[activator]; D: 19%; E: -9%; F: -1%
Molecule: CC(=O)Nc1nc(-c2ccc([N+](=O)[O-])cc2)cs1
  A: 54; B: 9; C: -14%; D: 4%; E: -3%; F: 24%
Molecule: CCN(CCCNC(=O)CNC(=O)c1nn(-c2ccc(OC)cc2OC)c(=O)c2ccccc12)c1cccc(C)c1
  A: 23; B: -3; C: 10%; D: -26%; E: 7%; F: ?
Molecule: OC1(c2cccs2)CN(c2ccc(Br)cc2)C2=[N+]1CCCS2 (stereo not drawn)
  A: 32; B: -1; C: ?; D: 1%; E: 4%; F: ?
Molecule: O=C(NCc1ccccc1)c1cccc(F)c1F
  A: 4; B: 15; C: -8%; D: ·; E: 0%; F: 28%
Molecule: O=C(c1cc2c(s1)CCCC2)N1CCN(Cc2ccc3c(c2)OCO3)CC1
  A: -8; B: 4; C: -4%; D: -1%; E: -12%; F: -10%
Molecule: Nc1cccc(S(=O)(=O)c2ccc(N)c(N)c2)c1
  A: -10; B: 6; C: 0%; D: 1%; E: -11%; F: 45%
Molecule: Cc1nn2c(c1-c1ccccc1)NC1=C(C(=O)CCC1)C2c1ccccc1 (stereo not drawn)
  A: -4; B: -3; C: -19%; D: 0%; E: 5%; F: ?
Molecule: COc1cccc(N=Nc2c(=O)[nH]n3c(=O)cc(C)[nH]c23)c1
  A: -11; B: 2; C: ·; D: -18%; E: -4%; F: 11%
Molecule: CC(=O)Oc1ccc(-c2ccc(C(=O)Nc3cccc(S(=O)(=O)N4CCOCC4)c3)cc2)cc1
  A: 30; B: 9.4*; C: ?; D: 5%; E: -3%; F: ?
Molecule: Cc1c(S(=O)(=O)N2CC(C)CC(C)C2)c(=O)n(C)c(=O)n1C (stereo not drawn)
  A: -33; B: -2; C: 18%; D: -11%; E: ·; F: 6%
Molecule: O=C(CSc1ccccc1)Nc1ccc2sccc2c1
  A: 45*; B: 45*; C: 42%[activator]; D: -9%; E: 1%; F: 49%[activator]
Molecule: COCCN(CC(=O)Nc1cccc(C)c1C)C(=O)c1ccc(S(=O)(=O)N2CCOCC2)cc1
  A: ·; B: ·; C: -5%; D: 3%; E: ·; F: ?
Molecule: C=CCN1C(=O)C(Cc2ccc(OC)cc2)S/C1=N\N=C\c1cccs1 (stereo not drawn)
  A: -16; B: -2; C: ?; D: 3%; E: 3%; F: ·
Molecule: CCOc1ccc(NC(=O)c2cccnc2Cl)c([N+](=O)[O-])c1
  A: -5; B: 26; C: -8%; D: -5%; E: -3%; F: 11%
Molecule: NC(N)=NS(=O)(=O)c1ccc(NC(=S)NC(=O)c2ccc(Br)cc2)cc1
  A: -4; B: -1; C: -28%; D: -35%; E: -14%; F: 2%
Molecule: CCCCNC(=S)NNC(=O)c1csc(C(C)C)c1
  A: 30*; B: 16; C: 166%[activator]; D: -1%; E: 8%; F: 37%[activator]
Molecule: O=C(CSc1ccc([N+](=O)[O-])cc1)OCC(=O)N1CCCC1=O
  A: ·; B: ·; C: 0%; D: -4%; E: ·; F: -8%
Molecule: COc1ccc(CNC(=O)CN(C)S(=O)(=O)c2ccc(Br)s2)cc1
  A: 25; B: 23*; C: 0%; D: 5%; E: -4%; F: 19%
Molecule: Cc1cc(=O)oc2cc(OC(C)C(=O)NC3CCN(Cc4ccccc4)CC3)ccc12 (stereo not drawn)
  A: 1; B: 22*; C: -1%; D: 6%; E: 5%; F: ?
Molecule: CCOC(=O)C1(CCc2ccccc2)CCN(C2Cc3ccccc3C2)CC1
  A: 76*; B: 27*; C: -27%; D: 6%; E: -9%; F: ?
Molecule: O=C(C[n+]1ccccc1)Nc1ccccc1Br
  A: 53*; B: 24*; C: -26%; D: 0.1µM*; E: ?; F: 40%[activator]
Molecule: O=C(NC(=S)NNC(=O)c1ccco1)c1ccccc1
  A: 19; B: 15; C: ?; D: ?; E: ·; F: 23%
Molecule: Cn1nnc2c[n+](CC(=O)c3ccc4ccccc4c3)cc(Br)c21
  A: 29; B: 15*; C: ?; D: ?; E: -22%; F: 12µM*
Molecule: O=C(CNC(=O)c1cccs1)OCc1ccc(Br)cc1
  A: 15; B: -1; C: -5%; D: -6%; E: ·; F: 24%
Molecule: Cc1ccc([N+](=O)[O-])c2cccnc12
  A: -13; B: -2; C: 38%[activator]; D: -35%; E: -1%; F: 14%
Molecule: Cc1cc(Cl)c(S(=O)(=O)N2CCCCCC2)cc1OCC(N)=O
  A: -7; B: -2; C: ?; D: -1%; E: 0%; F: ?
Molecule: O=C(CCC1CCCN(C(=O)CCC(F)(F)F)C1)NCc1ccc(F)c(F)c1 (stereo not drawn)
  A: -2; B: -1; C: 25%; D: 25%; E: 8%; F: -15%
Molecule: COc1ccc(CCNC(=O)CCn2c(=O)c3cccn3c3ccc(F)cc32)c(OC)c1OC
  A: -3; B: -10; C: -8%; D: 1%&3%; E: ·; F: ?
Molecule: COc1nc(Cl)cn(-c2ccc(C)cc2)c1=O
  A: 16; B: 1; C: -7%; D: 3%; E: 0%; F: -3%
Molecule: C/C(=N\NC(=O)c1ccc(CSc2nncn2C)cc1)c1cccs1
  A: 107*; B: 28*; C: 10%; D: -3%; E: 1%; F: 0%
Molecule: Cc1ccc(CNC(=O)CCNS(=O)(=O)c2cccc3nonc23)cc1
  A: -21; B: -3; C: ·; D: 2%; E: 3%; F: 10%
Molecule: Cc1cc(OC(C)C(=O)NCCN2CCOCC2)c2c(C)c(C)c(=O)oc2c1 (stereo not drawn)
  A: -6; B: -4; C: -1%; D: -16%; E: 2%; F: 8%
Molecule: COc1ccc(OC)c(S(=O)(=O)n2cnc3cc(C)c(C)cc32)c1
  A: -18; B: 0; C: 6%; D: -14%; E: 10%; F: ?
Molecule: CC(=O)c1ccc(OCc2cc(C(=O)NCCn3nc(C)cc3C)no2)cc1
  A: 63*; B: 81*; C: ?; D: -16%; E: ·; F: ?
Molecule: Cc1cc(C)n2nc(SCc3nnc(SCc4ccccc4Cl)s3)nc2n1
  A: -3; B: 1; C: 9%; D: -3%; E: 2%; F: 18%
Molecule: O=c1c2ccccc2nc(N2CCCC2)n1-c1ccc(Cl)cc1
  A: -10; B: -1; C: 27%; D: -15%; E: -1%; F: 2%
Molecule: COc1ccc(CC(=O)OCC(=O)N2N=C(c3ccccc3)CC2c2ccc(OC)cc2)cc1 (stereo not drawn)
  A: 3; B: -1; C: -63%; D: -16%; E: -4%; F: ?
Molecule: CC(=C/C(=O)O)/C=C/c1ccc([N+](=O)[O-])cc1
  A: -9; B: 3; C: 40%[activator]; D: -1%; E: -1%; F: -6%

Given with two lines to a compound: entries from further up.
Below each SMILES: Shiga inhibitor | CHX counter | Pf growth 96h | Sm TGR inh | FBPA Giardia inh | Pf growth 48h
O=C(CCC1CCCN(C(=O)CCC(F)(F)F)C1)NCc1ccc(F)c(F)c1 (stereo not drawn)
 : -2 | -1 | 25% | 25% | 8% | -15%
COc1ccc(CCNC(=O)CCn2c(=O)c3cccn3c3ccc(F)cc32)c(OC)c1OC
 : -3 | -10 | -8% | 1%&3% | · | ?
COc1nc(Cl)cn(-c2ccc(C)cc2)c1=O
 : 16 | 1 | -7% | 3% | 0% | -3%

(continued)
Labels used below – A = Shiga inhibitor; B = CHX counter; C = Pf growth 96h; D = Sm TGR inh; E = FBPA Giardia inh; F = Pf growth 48h
Molecule: COc1ccc(CN2CCC(=O)N([C@H](CO)CC(C)C)CC2)cc1OC
  A: -11; B: -4; C: -13%; D: -1%; E: 6%; F: 30%
Molecule: O=C(N=C1SC2CS(=O)(=O)CC2N1CCc1ccccc1)C1CCCCC1 (stereo not drawn)
  A: -10; B: -1; C: -1%; D: -3%; E: ·; F: -4%
Molecule: O=C(CSc1nnc2ccccn12)NCc1ccc2c(c1)OCO2
  A: 10; B: 8; C: 282%[activator]; D: 3%; E: -1%; F: 15%
Molecule: CN(C(=O)c1ccco1)c1nc(-c2ccccc2)cs1
  A: 36*; B: 38*; C: ?; D: 0%; E: -4%; F: 276%[activator]
Molecule: O=C(CCNS(=O)(=O)c1ccccc1)Nc1ccccc1
  A: -6; B: -2; C: ?; D: 4%; E: 3%; F: 28%
Molecule: COc1ccccc1NC(=O)CSc1nc2sc(C)c(C)c2c(=O)n1Cc1ccco1
  A: 25; B: 9; C: 20%; D: 0%; E: 7%; F: -25%
Molecule: N/C(=N\NC(=O)c1ccc(Cl)cc1)c1cnccn1
  A: 48*; B: 33*; C: ?; D: 4%; E: ?; F: ?
Molecule: COC(=O)CC1(Cc2ccccc2)C(=O)NC(=O)NC1=O
  A: -3; B: -4; C: -4%; D: 1%; E: 7%; F: 5%
Molecule: Clc1ccc2nc(NC3=NCN(CCN4CCOCC4)CN3)nc(-c3ccccc3)c2c1
  A: -19; B: -2; C: ?; D: 6%; E: 1%; F: ?
Molecule: O=C(O)c1ccc2c(c1)C(=O)N([C@H](Cc1c[nH]c3ccccc13)C(=O)O)C2=O
  A: 19; B: 15; C: 15%; D: -4%; E: 8%; F: ?
Molecule: CC(=O)Nc1ccc(S(=O)(=O)N2CCN(c3cnn(C)c(=O)c3Cl)CC2)cc1
  A: -13; B: -1; C: 3%; D: 9%; E: 5%; F: -23%
Molecule: O=C(Nc1nncs1)c1cc(S(=O)(=O)N2CCOCC2)ccc1Cl
  A: 17; B: -7; C: ?; D: 7%; E: -15%; F: -20%
Molecule: COc1ccc([C@H]2CC(=O)C=C(c3cccc(Cl)c3)C2)cc1
  A: ·; B: ·; C: ?; D: -28%; E: ·; F: 4%
Molecule: O=C(NCCN1CCOCC1)c1cccc(S(=O)(=O)N2CCCC2)c1
  A: -4; B: 2; C: -13%; D: -23%; E: ·; F: 8%
Molecule: CCC(C)c1ccc(NC(=O)C2CCCN(c3ncccn3)C2)cc1 (stereo not drawn)
  A: 50*; B: 33*; C: 8%; D: 30%; E: -19%; F: -8%
Molecule: COc1cc(-c2nnc(CSc3nnc(Nc4ccc(C(C)C)cc4)s3)o2)cc(OC)c1OC
  A: 48; B: 19*; C: ?; D: 0%; E: -3%; F: -22%

Entries of single compounds as entered above:
Entry for COc1ccc([C@H]2CC(=O)C=C(c3cccc(Cl)c3)C2)cc1 : Shiga inhibitor = ·; CHX counter = ·; Pf growth 96h = ?; Sm TGR inh = -28%; FBPA Giardia inh = ·; Pf growth 48h = 4%
Entry for O=C(CSc1nnc2ccccn12)NCc1ccc2c(c1)OCO2 : Shiga inhibitor = 10; CHX counter = 8; Pf growth 96h = 282%[activator]; Sm TGR inh = 3%; FBPA Giardia inh = -1%; Pf growth 48h = 15%
